Screening data (PubChem BioAssay)
TAG inh: inhibitors of triacylglycerol accumulation; H9c2 cells, Nile Red lipid (TAG) fluorescence; cells loaded with 200 µM oleic acid; inhibition, % at 12.5 µM; 230,000 compounds, 0.66% hits;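 active = pattern-corrected inhibition of lipid staining of at least 50% with the nuclear-stain viability signal not falling by more than 50%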;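 also: 0% = DMSO wells and 100% = triacsin C control wells; some results filed as inactive read as strong as hits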
TAG inh DAPI viability: also measured in TAG inh; calls as there; DAPI nuclei signal change (viability), lower = more cytotoxic, %;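 whole-well DAPI fluorescence read on a plate reader as a viability signal; minus 50 percent equals half of cells still viable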
An asterisk follows results filed as active.

Sample of the layout, 5 compounds:
SMILES	TAG inh	TAG inh DAPI viability
COc1ccc(C2=CC(c3sccc3C)n3nnnc3N2)cc1 (configuration not stated)	1.9	8.4
COc1ccccc1C(=O)OCC(=O)c1ccc(CNC(C)=O)s1	20.0	-8.7
O=C(CCNC(=O)c1ccc(Br)cc1)NCC1COc2ccccc2O1 (configuration not stated)	2.1	-2.5
CC(C#N)(NC(=O)CN1CCN(S(=O)(=O)c2ccccc2Cl)CC1)C1CC1 (configuration not stated)	4.3	0.3
COc1ccc(CNc2ccc(Br)cc2)cc1	-13.7	12.2

Results, previewed entries included:
SMILES	TAG inh	TAG inh DAPI viability
COc1ccc(C2=CC(c3sccc3C)n3nnnc3N2)cc1 (configuration not stated)	1.9	8.4
COc1ccccc1C(=O)OCC(=O)c1ccc(CNC(C)=O)s1	20.0	-8.7
O=C(CCNC(=O)c1ccc(Br)cc1)NCC1COc2ccccc2O1 (configuration not stated)	2.1	-2.5
CC(C#N)(NC(=O)CN1CCN(S(=O)(=O)c2ccccc2Cl)CC1)C1CC1 (configuration not stated)	4.3	0.3
COc1ccc(CNc2ccc(Br)cc2)cc1	-13.7	12.2
Nc1nc(-c2ccco2)nn1C(=O)c1cccnc1	-11.9	-11.7
CNC(=O)C1(C)C=CCN1C(=O)c1ccccc1 (configuration not stated)	3.2	-3.0
Cc1cccc(/C=N/n2c(C)nnc2C)c1	7.1	1.0
COc1ccc(S(=O)(=O)Nc2ccc3c(c2)C(=O)N([C@H](C)CO)C[C@H](C)[C@@H](CN(C)S(=O)(=O)c2ccccc2)O3)cc1	1.4	-3.9
Cc1cccc(C(=O)OCCN2CCOCC2)c1	6.4	-3.5
O=C1c2ccccc2S(=O)(=O)c2cc(C(=O)N3CCCC3)ccc21	6.2	0.0
O=C(CSc1nc2ccc(Nc3nc(N4CCOCC4)nc(N4CCOCC4)n3)cc2s1)NCc1ccco1	54.6*	-0.9*
COCCN1CCN(C(=O)c2cc(COc3cncc(Cl)c3)on2)CC1	3.0	1.2
CSc1cccc(NC(=S)N(CCCN2CCCC2)Cc2cccs2)c1	4.3	-3.7
O=C(COC(=O)Cc1n[nH]c(=O)c2ccccc12)Nc1ccc(Cl)cc1F	4.4	-5.2
N#C/C(C(=O)Oc1ccccc1)=C1\C=Cc2ccccc2N1	10.1	-2.0
COc1ccc2c(CC(=O)OCC(=O)Nc3cccc(C)c3)coc2c1	5.7	1.4
Cc1cc(C)c(S(=O)(=O)Nc2ccccn2)c(C)c1	-3.8	-1.5
CCOCCCNC(=O)C(NC(=O)C1CCC(=O)N1)c1ccc(C)cc1 (configuration not stated)	-17.3	9.3
NS(=O)(=O)c1cccc(NC(=O)COC(=O)CC2CC3CCC2C3)c1 (configuration not stated)	-5.4	8.4
O=C(Cc1ccccc1[N+](=O)[O-])NNC(=O)c1cccs1	2.3	-5.8
Cc1[nH]c2ccccc2c1/C=N/NC(=O)CNC(=O)c1ccc2c(c1)OCCO2	21.0	-7.0
CCOc1ccc(N(CC(=O)Nc2ccc(OC)cc2)S(C)(=O)=O)cc1	-13.2	10.0
CCOc1ncccc1C(=O)OCC(=O)c1c(N)n(C)c(=O)n(C)c1=O	4.4	-8.4
Cc1cc(C(=O)CSc2nc(N)cc(N)n2)c(C)n1CCc1ccc(F)cc1	-0.9	0.7
CN1c2cccc3cccc(c23)N(C)C1c1cccs1	-8.3	15.5
Cc1ccc(S(=O)(=O)Nc2ccccc2-c2ccccc2)cc1	4.8	-12.7
N=c1n(CC(=O)c2ccc(Br)cc2)c2ccccc2n1Cc1ccccc1	-19.9	16.5
COCCN(C(=O)Cc1coc2cc(C)c(C)cc12)c1c(N)n(Cc2ccccc2)c(=O)[nH]c1=O	30.7	-6.5
CC(C)C[C@H]1C(=O)N2CCC[C@H]2[C@]2(O)O[C@](NC(=O)C3C=C4c5cccc6[nH]c(Br)c(c56)C[C@H]4N(C)C3)(C(C)C)C(=O)N12 (some centres not stated)	55.8*	15.8*

Complete entries, quoted from the list. Values in the order: TAG inh, TAG inh DAPI viability
N=c1n(CC(=O)c2ccc(Br)cc2)c2ccccc2n1Cc1ccccc1 is entered as -19.9, 16.5
CCOc1ncccc1C(=O)OCC(=O)c1c(N)n(C)c(=O)n(C)c1=O is entered as 4.4, -8.4
COc1ccc2c(CC(=O)OCC(=O)Nc3cccc(C)c3)coc2c1 is entered as 5.7, 1.4

(more compounds)
SMILES	TAG inh	TAG inh DAPI viability
O=C(NC(Nc1nc2ccc([N+](=O)[O-])cc2s1)(C(F)(F)F)C(F)(F)F)c1cccnc1	-8.6	-14.2
CN(C)C(=O)c1nc2ccc(Cl)cn2c1CNCc1ccccc1OC(F)(F)F	-0.8	-7.0
Cc1sc2c(c1C)c(=O)n(-c1ccccc1)c(=O)n2CC(=O)NCC1CCCO1 (configuration not stated)	0.1	1.5
Cc1cccc(N2CCN(Cc3cnc(Cl)s3)CC2C)c1 (configuration not stated)	-17.0	11.0
O=C(COc1ccc(S(=O)(=O)N2CCOCC2)cc1)NCCc1ccccc1	-1.0	-3.1
Cn1cnc(S(=O)(=O)N2CCCCC2c2cc(C(=O)Nc3cccc(C#N)c3)no2)c1 (configuration not stated)	17.1	-17.0
COc1ccc(-c2cc([C@H]3[C@@H]4C=CCC[C@@]4(C)C(=O)N3Cc3ccccc3)ccc2F)cc1OC	-7.8	-3.3
O=C(OCC(=O)C12CC3CC(CC(C3)C1)C2)c1ccc(O)cc1O	7.5	-1.3
C=CCn1c(SCc2nc3sc(C(=O)O)c(C)c3c(=O)[nH]2)nnc1-c1ccc(C(C)(C)C)cc1	15.2	-10.4
COc1ccc(C(=O)NCC2CCCO2)cc1OC (configuration not stated)	4.8	-10.1
OCCC1CN(CCCn2cccn2)CCN1C1CCCCC1 (configuration not stated)	12.7	-1.0
CC12CCC(C(=O)Nc3ccccc3Cl)([C@H](Br)C1=O)C2(C)C (some centres not stated)	-11.8	3.4
COCCNC(=O)/C(C#N)=C/c1cc(Br)c(O)c(OC)c1	9.1	-6.3
CCOc1ccccc1C(=O)Nc1cc(Cl)ccc1O	20.6	11.7
O=C(c1ccc2c(=O)n(Cc3ccco3)c(=S)[nH]c2c1)N1CCN(c2ccccc2)CC1	2.3	2.4
O=C(COC(=O)C1=COCCO1)Nc1ccc(Cl)cn1	0.4	-2.1
CC(=O)c1cccc(-c2ccnc3c2CC(C(=O)NCCc2ccccc2)O3)c1 (configuration not stated)	41.1	-6.6
Cc1cc(OC(=O)c2ccc3ccccc3c2)c([N+](=O)[O-])c(=O)[nH]1	6.2	-10.9
CCOC(=O)c1ccc(NC(=S)NCCCN2CCOCC2)cc1	5.6	3.3
CCN(CC)C(=O)CSc1ncnc2c1cnn2-c1ccccc1	4.2	-18.8
COc1ccccc1N(C)S(=O)(=O)c1ccc(C(=O)Nc2ccc(N3CCOCC3)cc2)cc1	24.7	-16.2
Cc1cc(-n2c(=O)c(C#N)cc3c(=O)n4ccccc4nc32)no1	7.7	21.1
Cc1cccc(OCc2nnc(SCn3nnc4ccccc4c3=O)o2)c1	-14.6	17.3
COCCCN1C(=O)/C(=C/c2ccc(CNS(=O)(=O)c3ccccc3)o2)C(C(=O)OC)=C1C	17.3	-7.6
O=C(Cn1nc(-c2ccc3c(c2)OCCO3)ccc1=O)Nc1ccc(-n2cnnn2)cc1	-9.3	12.8
CC1CCN(CC(=O)N2CCCc3c2c(=O)oc2ccc(OCc4ccccc4)cc32)CC1	8.2	20.8
C#Cc1ccc([C@@H]2C=C(C(=O)NC3CC3)O[C@H](OCCCCO)C2)cc1	-7.1	12.3
Cc1cccc(OCCNc2ccc(C(F)(F)F)cc2[N+](=O)[O-])c1	-6.7	8.8
CCN(CC)C(=O)C1=C(C)N(Cc2ccc(F)cc2)C(=O)C(CC(=O)NCc2cccs2)C1 (configuration not stated)	4.6	-7.9
COCCN1C(=O)N[C@@H](c2cccs2)C(C(=O)OC)=C1C	7.0	2.8
CC1(C(=O)NS(=O)(=O)C2CC2)CCN(C(=O)COCc2ccccc2)C1 (configuration not stated)	3.8	-1.2
CCC(c1ccccc1)c1noc(CCN(CC)CC)n1 (configuration not stated)	-4.2	9.2
O=C(c1ccccc1F)N1CCN(Cc2ccccc2F)CC1	6.2	-2.1
COc1ccc(CCn2cc(C#N)c(=O)[nH]c2=O)cc1OC	-11.3	15.7
CCCCc1ncc(CN2CCC(n3nccc3NC(=O)C(OC)c3ccccc3)CC2)[nH]1 (configuration not stated)	15.8	0.9
O=C(CSc1nc(=O)n(Cc2ccccn2)c2c1CCC2)Nc1ccc(F)cc1F	9.4	1.8
N#CCCn1cc(C(=O)Nc2ccc(C(=O)O)cc2)c(-c2ccc([N+](=O)[O-])cc2)n1	-12.2	5.9
Cc1cc(F)ccc1S(=O)(=O)N1CCCCC1CCNC(=O)C(=O)NCc1ccccn1 (configuration not stated)	18.2	-4.9
C#CCOCCOCCOCCNc1nc(N2CCN(C(=O)[C@H](CCCCN)n3cc(CN)nn3)CC2)nc(N2CCN(C(=O)[C@H](CCCCN)n3cc([C@@H](N)[C@H](C)CC)nn3)CC2)n1	0.6	25.7
C=CCn1c(SCC(=O)NCc2ccc3c(c2)OCO3)nc2scc(-c3ccccc3)c2c1=O	-5.2	5.4
COC(=O)c1cc(S(=O)(=O)N(C)C2CCCCC2)oc1C	-0.1	2.3
CCOc1ccc(C(=O)NCC(=O)Nc2cc(C)ccn2)cc1OCC	31.4	-4.0
O=C(CCNC(=O)c1ccco1)NCc1ccc(F)cc1	5.9	-7.4
O=C(COC(=O)c1ccc(F)c(S(=O)(=O)N2CCOCC2)c1)NCc1ccccc1	11.4	3.9
Nc1ccc(-n2ccnc2)cc1	0.9	0.5
COc1ccc(NC(=S)N(Cc2cccc(Br)c2)CC2CCC(C(=O)O)CC2)cc1 (configuration not stated)	15.0	10.0
CC1=C(C(=O)N(C(C)C)C(C)C)CC(CC(=O)NC2CCCC2)C(=O)N1Cc1ccccc1 (configuration not stated)	-0.9	-1.2
Cc1cc(C)c(C)c(S(=O)(=O)N2CCC(C(=O)N3CC(C)CC(C)C3)CC2)c1C (configuration not stated)	-5.9	5.4
O=C1N/C(=N\N=C\c2cccs2)SC1Cc1cccc(Cl)c1Cl (configuration not stated)	10.5	-5.3
C[N+](C)(CCCCCC[N+](C)(C)CCCN1C(=O)c2cccc3cccc(c23)C1=O)CCCN1C(=O)c2cccc3cccc(c23)C1=O	-8.4	51.0
CCC(=O)Nc1cc(C)c(OC)c(C)c1	5.1	-2.3
CCOC(=O)NC(=O)COC(=O)CCCc1nc2ccccc2s1	11.4	-11.0
O=C(COC(=O)c1ccc(F)cc1F)Nc1ccc2[nH]c(=O)[nH]c2c1	0.2	3.7
O=S(=O)(c1ccc(=S)[nH]c1)N1CCCCCC1	-4.0	-0.6
COc1ccc(NCc2nn(CC(=O)c3ccc(Br)cc3)c3[n+]2CCCCC3)cc1	-10.0	13.9
COc1ccc(C(=O)NCc2cc(C)nc3ccccc23)cc1	23.9	-18.9
COc1ccc(NC(=O)N(C2CCCCC2)C2CCN(C(C)C)CC2)c(OC)c1	1.4	10.1
COCCCN1C(=O)C(O)=C(C(C)=O)C1c1cccc(F)c1 (configuration not stated)	-24.1	-1.8
CC(C)C[C@H]1CN=C(N(C)C)N1CCc1cccc(F)c1	-13.6	5.9
CCN(Cc1cc2cccc(C)c2[nH]c1=O)C(=O)c1ccccc1OC	0.9	3.4

Among those listed so far, these contain a CF3 group:
SMILES	TAG inh	TAG inh DAPI viability
O=C(NC(Nc1nc2ccc([N+](=O)[O-])cc2s1)(C(F)(F)F)C(F)(F)F)c1cccnc1	-8.6	-14.2
CN(C)C(=O)c1nc2ccc(Cl)cn2c1CNCc1ccccc1OC(F)(F)F	-0.8	-7.0
Cc1cccc(OCCNc2ccc(C(F)(F)F)cc2[N+](=O)[O-])c1	-6.7	8.8

(list continues)
SMILES	TAG inh	TAG inh DAPI viability
O=S(=O)(NC1=NCCCCC1)c1cc(F)ccc1F	2.5	-2.4
COc1ccc(C(=O)NNC(=O)C23CC4CC(CC(C4)C2)C3)cc1OC	4.4	-3.1
CC1CC(C)CN(CC(=O)N2CCOCC2)C1 (configuration not stated)	0.3	17.0
Cn1c(N)c(N2CCN(c3ccccc3)CC2)c(=O)[nH]c1=O	2.2	-12.5
Cc1ccc(SCCC(=O)OCn2nnc3ccccc3c2=O)cc1	3.0	3.0
COCCNC(=O)C1(C)CCN(C(=O)C2(c3ccc(Cl)cc3)CCCC2)C1 (configuration not stated)	2.2	7.0
CC1CCCN(C(=O)C2CCN(S(=O)(=O)c3cccs3)CC2)C1 (configuration not stated)	-17.6	-2.5
CCOc1ccc(-n2c(SCC(N)=O)nc3c([nH]c4ccccc43)c2=O)cc1	-5.4	6.1
CCCCOc1ccc(S(=O)(=O)NNC(=O)C2Cc3c(ccc4ccccc34)O2)cc1 (configuration not stated)	19.5	-12.2
COc1cccc(C(O)c2nc(-c3cnn(C)c3)cs2)c1 (configuration not stated)	-12.0	1.0
COc1ccc(-c2noc(-c3ccccc3C(=O)NCC3CCCO3)n2)cc1 (configuration not stated)	-9.5	3.2
CCOC(=O)N1CCC(n2c(SCC(=O)Nc3ccccc3OC)nc3ccccc3c2=O)CC1	2.0	4.6
CCn1c(=O)c2sccc2n(Cc2ccccc2)c1=O	5.2	-12.2
Fc1ccccc1OCCSc1nc2ccccc2o1	-12.7	14.2
Cc1c(NC(=O)c2cc3ccccc3c(=O)s2)c(=O)n(-c2ccccc2)n1C	-7.1	3.2
COc1ccc(-n2c(-c3cccc(C)c3[N+](=O)[O-])n[nH]c2=S)cc1	-1.2	-2.5
CC(=O)N1[C@H](C)C=C[C@]1(Cc1ccccc1)C(=O)O	7.5	0.0
Brc1cc(-c2ccccc2)nc(-c2ccccc2)n1	6.6	-2.8
Cc1noc(C)c1Cn1nc(C(=O)O)c2ccccc2c1=O	-4.0	8.1
O=C(Cn1ccc(C(F)(F)F)n1)NNC(=O)c1cccnc1	4.1	-0.3
Cc1ccc(C(=O)N/N=C/c2ccc(-c3cccc(C(F)(F)F)c3)o2)cn1	25.8	-12.5
Cc1ccc(C)c(S(=O)(=O)Nc2ccc3scnc3c2)c1	-16.0	-4.9
Cc1ccc(C2=NNC(C(O)C(O)C(O)C(O)CO)S2)cc1 (configuration not stated)	12.5	-9.1

The list is partial. The share of hits here may be higher or lower than overall.
